Screens deposited in PubChem by National Center for Advancing Translational Sciences (NCATS).
DRD3 agonist = D3 dopamine receptor (human) agonism. D3R DiscoveRx beta-arrestin cells, luminescence, 90 min. max activation, %. 0.58% of 410,000 active. AID 652048; in the data active = max activation above about 30%; note: 0% is about no effect; mostly tested at two doses, the higher about 12 µM
Target sequence (P35462 whole entry, looked up): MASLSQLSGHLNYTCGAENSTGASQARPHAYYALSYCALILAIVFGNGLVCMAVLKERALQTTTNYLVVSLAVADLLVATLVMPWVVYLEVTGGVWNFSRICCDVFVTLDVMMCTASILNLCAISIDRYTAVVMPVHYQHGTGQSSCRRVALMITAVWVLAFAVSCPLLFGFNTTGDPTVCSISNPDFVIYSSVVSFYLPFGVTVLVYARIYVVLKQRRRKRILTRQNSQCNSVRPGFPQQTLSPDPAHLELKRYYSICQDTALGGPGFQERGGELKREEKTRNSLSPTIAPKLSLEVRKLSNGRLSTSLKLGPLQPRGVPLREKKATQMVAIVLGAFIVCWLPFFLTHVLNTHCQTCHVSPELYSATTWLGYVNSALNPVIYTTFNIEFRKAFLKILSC
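Agonist-mode cell screen: cells plated at 1500/well and incubated overnight at 37 °C, then exposed to library compounds for 90 min at 37 °C. Detection reagent was added for 30–60 min at room temperature, and luminescence was read.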
CCT chaperon mod = cytosolic chaperonin activity modulation. purified chaperonin ATPase assay, HTRF ADP detection, 30 min. activity change, % (no concentration beside the values), hits read low. 0.3% of 360,000 active. AID 651819; in the data active = activity change below about -30%; note: % is set by controls: 0 for no effect and ±100 for the full control effect
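TRiC at 40 or 20 nM final (batch-dependent) in 30 mM Tris pH 7.4, 100 mM KCl, 5 mM MgCl2, 1 mM DTT, with compound at single 76 uM and 10 uM ATP, 30 min at 37 deg C. ADP detected by HTRF Transcreener, 665/615 ratio.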
PTHR1 ag = activates the human parathyroid hormone receptor PTHR1 | Q03431 | HEK293 GP2 PTHR1 cells, GloSensor cAMP luminescence, 1 h | Potency, µM (highest dose often 115 µM), for the others: at the highest dose activation, hits mostly activators | 0.075% of 410,000 active; note: potency is the fitted concentration of half-maximal effect; nearly all actives have a fitted effect of over 55% in size; some results filed as inactive show a strong effect at the top dose; inactives centre near -15; many of its hits are not listed in these tables
Target sequence (Q03431 whole entry, looked up): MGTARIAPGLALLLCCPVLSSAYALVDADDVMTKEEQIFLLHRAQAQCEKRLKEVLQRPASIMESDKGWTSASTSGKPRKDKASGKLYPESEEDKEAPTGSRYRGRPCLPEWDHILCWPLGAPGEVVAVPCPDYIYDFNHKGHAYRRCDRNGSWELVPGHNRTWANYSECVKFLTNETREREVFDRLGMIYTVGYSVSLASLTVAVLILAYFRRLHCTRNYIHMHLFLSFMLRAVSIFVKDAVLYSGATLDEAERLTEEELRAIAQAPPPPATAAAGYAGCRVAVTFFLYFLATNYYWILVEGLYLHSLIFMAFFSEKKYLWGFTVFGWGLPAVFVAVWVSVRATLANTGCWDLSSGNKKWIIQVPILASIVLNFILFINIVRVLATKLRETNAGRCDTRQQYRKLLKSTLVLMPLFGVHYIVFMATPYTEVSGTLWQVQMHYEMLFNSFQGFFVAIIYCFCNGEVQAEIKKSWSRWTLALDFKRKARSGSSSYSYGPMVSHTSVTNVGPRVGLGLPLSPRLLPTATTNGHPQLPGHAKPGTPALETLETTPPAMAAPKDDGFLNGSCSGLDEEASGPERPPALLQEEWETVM
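HEK-293-derived GP2 cells expressing PTHR1 and a GloSensor cAMP reporter, 3,000/well, plated overnight, given luciferin plus IBMX (each 0.5 mM as added) for 1 h at 37 °C, then compound for 1 h at 37 °C. Luminescence was read after 15 min at room temperature.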
pAkt inh = Akt phosphorylation inhibition. activity change, % for hits at 50 µM. AID 651550. Neuro2A IGF-stimulated pAkt S473 HTRF, 20 min; stronger effect = lower value. 0.32% of 360,000 active; in the data active = activity change below about -80%; inconclusive = mostly about -51% to -80%; note: % is set by controls: 0 for no effect and ±100 for the full control effect
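Neuro2A cells (4,500/well, DMEM with 0.5% FBS) were treated with compound at a single 50 µM final concentration, stimulated with 6 nM IGF for 20 min at 37 °C, and lysed. Phospho-Akt Ser473 was read by HTRF as 665/615 ratio ×10^4.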
EPAC2 ag = agonists of human EPAC2 (RAPGEF4); Q8WZA2; EPAC2 activation, biochemical qHTS; response scale: 100% = 6.5 mM cAMP response; 0.079% of 360,000 active; Potency, µM (titrated, usually from 154 µM), for the others: top-dose activation, hits mostly activators; note: potency is the fitted concentration of half-maximal effect; nearly all actives have a fitted effect of over 50% in size
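Readout is BODIPY fluorescence (480 nm excitation, 540 nm emission), which falls as labeled GDP is exchanged off Rap1B. EPAC2 at 100 nM acted on 250 nM RAP1B-BODIPY-GDP with 50 uM GDP present.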
MmCpn inh = M. maripaludis TRiC chaperonin inhibition | purified Mm-Cpn ATPase, ADP Transcreener TR-FRET | Potency, µM (titrated, usually from 76.9 µM), for the others: top-dose activity, negative = inhibition, actives largely listed as inhibitors | 0.031% of 330,000 active | AID 504842; note: potency is the fitted concentration of half-maximal effect; % is set by controls: 0 for no effect and ±100 for the full control effect; nearly all actives have a fitted effect of over 80% in size
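Inhibition of chaperonin ATP hydrolysis is measured as reduced ADP production, detected by competitive TR-FRET in which signal falls with ADP. Final enzyme 25 nM and ATP 10 uM, reacted 30 min at 37°C.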
D3 antag = antagonists of human D3 dopamine receptor | P35462 | D3R cells, DiscoveRx beta-arrestin luminescence, antagonist mode; stronger effect = lower value | max response, negative = inhibition, % | 2.5% of 360,000 active; in the data active = max response below about -50%; inconclusive = no clear call, values can overlap the other calls; note: % is set by controls: 0 for no effect and ±100 for the full control effect; mostly tested at two doses, the higher about 12 µM
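Cells plated overnight at 1500 cells/well, then exposed to library compounds with dopamine controls for 90 minutes at 37 degrees C. DiscoveRx reagent added for 30–60 minutes at room temperature; luminescence read, quantitative HTS format.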
EPAC2 antag = antagonists of human EPAC2 | EPAC2 GEF exchange of Rap1B-BODIPY-GDP, fluorescence | Q8WZA2 | Potency, µM (highest dose often 114 µM), without a hit: top-dose activity, negative = inhibition, most hits filed as inhibitors | 0.18% of 360,000 active; note: potency is the fitted concentration of half-maximal effect; % is set by controls: 0 for no effect and ±100 for the full control effect; nearly all actives have a fitted effect of over 45% in size; many of its hits are not listed in these tables
* = called active by the depositor; i = inactive; ? = inconclusive; . = not tested or not shown; [ ] = another dose, or the depositor's remark. Unless noted, calls come from the whole dose curve; as a rule, active = well fitted curve in the direction sought with a large enough effect; inconclusive = small, poorly fitted or top-dose-only effect, or another doubt; inactive = no such curve, though single readings can be large; an effect the other way counts as inactive or inconclusive. A portion of the library; rates above refer to the full screens.

Every second line gives: pAkt inh	EPAC2 ag	EPAC2 antag	CCT chaperon mod	DRD3 agonist	PTHR1 ag	MmCpn inh	D3 antag
- CCOC(=O)C1CCN(c2nc3ccccc3n2CC(=O)c2ccccc2)CC1
    i	0.5%	-4.7%	-5.1	0.8	-60.0%[inhibitor]	0.6%	2.2
- COc1ccc(/C=C/C(=O)OCC(=O)NCc2ccco2)c(OC)c1
    i	0.7%	11.9%	-2.1	6.8	-5.5%	1.3%	-2.4
- C/C(Cl)=C/Cn1c(SCC(C)C)nc2c1c(=O)[nH]c(=O)n2C
    i	-14.4%	1.0%	1.4	3.7	-15.6%	0.2%	-1.7
- O=C1N=c2ccccc2=C1c1sc(=S)n(NC(=O)c2ccccc2)c1O
    i	-6.5%	-1.6%	1.6	-7.9	-45.6%[inhibitor]	-26.2%	?
- COc1ccc(S(=O)CC(=O)Nc2ccccc2Cl)cc1 (configuration not stated)
    i	4.7%	7.4%	-0.5	0.7	-6.4%	-0.3%	6.2
- O=C(Nc1ccc2sccc2c1)c1cccc(N2C(=O)CCC2=O)c1
    i	3.0%	14.4%	-3.0	0.5	-16.0%	2.6%	2.9
- COC(=O)c1ccc(N2CCCCC2)c(NS(=O)(=O)c2ccc(C)cc2)c1
    i	14.5%	-12.7%	-5.0	-15.8	-20.7%	1.0%	-14.9
- Cc1ccccc1Nc1nc(N)nc(COC(=O)c2cccc(S(=O)(=O)N(C)c3ccccc3)c2)n1
    i	-1.0%	6.4%	0.7	0.1	-37.6%[inhibitor]	0.1%	9.5
- O=C(NNS(=O)(=O)c1ccccc1)Nc1ccc(F)cc1
    i	-1.3%	11.5%	2.1	1.5	i	1.4%	7.7
- CCOc1ccc2c(c1)C(C)=CC(C)(C)N2C(=O)Nc1ccccc1
    i	6.3%	-5.0%	-3.0	-13.4	i	-5.4%	-23.7
- COCCn1c(C)cc(C2=NNC(=Nc3ccc(Cl)cc3Cl)SC2)c1C
    i	3.1%	4.1%	-2.6	-1.4	-13.2%[57.5 µM]	-2.4%	19.1
- COc1ccc(OC2CCN(S(=O)(=O)c3ccc(F)cc3)CC2)cc1
    i	12.4%	-24.4%	1.3	-3.9	-9.9%	1.3%	2.1
- CCCOc1ccc(N/C=C/C(=O)c2ccc(OC)c(OC)c2)cc1
    i	1.3%	3.0%	-3.4	7.4	-11.9%	0.9%	2.0
- CCOC(=O)CCNC(C(=O)OCC)c1ccccc1 (configuration not stated)
    i	4.5%	-6.8%	-3.3	-5.8	i	-0.7%	-23.1
- O=C(CSc1n[nH]c(=O)[nH]c1=O)c1ccc(Cl)cc1Cl
    i	14.0%	1.5%	-4.4	-16.1	-8.7%	2.0%	-11.5
- CCNc1nc(NCC)n2c(SCC(=O)c3ccccc3F)nnc2n1
    i	0.5%	2.3%	-2.7	3.8	-22.3%	2.9%	5.1
- Cc1c(C(=O)NNC(=O)c2ccccc2O)oc2ccccc12
    i	7.2%	-14.3%	-1.1	-0.3	-9.8%	.	-1.1
- CC(=O)Nc1ccc(NC(=O)CSc2nnc(C3CC3)n2C)cc1
    i	1.7%	13.7%	-0.9	1.0	-55.5%[inhibitor]	0.8%	1.9
- CC(C)N(C(=S)Nc1cccc(S(=O)(=O)N(C)C)c1)c1ccccc1
    i	10.8%	3.0%	0.2	-2.8	i	-2.4%	-11.7
- CCC(C)NC(=O)CN(c1cc(C)cc(C)c1)S(=O)(=O)c1c(C)[nH]c(=O)[nH]c1=O (configuration not stated)
    i	8.7%	8.4%	1.1	2.6	9.8%	0.5%	2.2
- COc1ccc(Cn2c(=O)[nH]c3cc(C(=O)NCCCOC(C)C)ccc3c2=O)cc1
    i	-11.9%	8.5%	0.8	6.8	-2.5%	2.4%	-12.0
- O=C(NCC1CCCO1)C1CCCN(S(=O)(=O)c2ccc(F)cc2)C1 (configuration not stated)
    i	1.5%	-9.3%	-1.2	0.4	i	-0.8%	-10.7
- O=C(O)C(SC(C(=O)O)c1ccccc1)c1ccccc1 (configuration not stated)
    i	-0.7%	-5.5%	1.1	5.3	i	.	40.3
- CCc1c(O)nc(SCC(=O)Nc2ccc(Br)cc2)n(-c2ccc(C)cc2)c1=O
    i	14.5%	-1.9%	-0.5	-1.1	i	2.0%	-1.7
- Cc1cc(=O)c2n(Cc3ccc(Cl)cc3)nc[n+]2[nH]1
    i	-9.0%	16.5%	0.7	5.2	9.6%	-0.6%	1.5
- CC(C)N1CCC(N2CCN(C3CCCC3)CC2CCO)CC1 (configuration not stated)
    i	2.7%	13.1%	0.4	4.3	i	2.4%	-0.7
- Cc1cc(C)cc(NC(=O)C(=S)NCc2ccccc2)c1
    i	2.5%	2.0%	0.7	-13.4	-0.1%	-0.2%	?
- c1ccc2sc(N3CCCN(Cc4nc(-c5cnccn5)no4)CC3)nc2c1
    i	0.8%	16.1%	-4.2	-4.9	-32.9%[inhibitor]	-3.0%	22.2
- C[C@@H]1NC(=O)c2cc([N+](=O)[O-])cc(I)c2OCC[C@@H](C(N)=O)NC(=O)[C@H](CCCCN)NC1=O
    i	2.1%	-13.6%	0.4	0.4	i	3.0%	11.3
- O=C(COC(=O)/C=C/C(=O)OCC(=O)Nc1ccccc1F)Nc1ccccc1F
    i	13.7%	3.7%	-1.6	-5.3	-35.7%[inhibitor]	0.8%	-25.2

Retrieved by compound from above, 3 records:
Every second line gives: pAkt inh	EPAC2 ag	EPAC2 antag	CCT chaperon mod	DRD3 agonist	PTHR1 ag	MmCpn inh	D3 antag
- CCOC(=O)CCNC(C(=O)OCC)c1ccccc1 (configuration not stated)
    i	4.5%	-6.8%	-3.3	-5.8	i	-0.7%	-23.1
- O=C1N=c2ccccc2=C1c1sc(=S)n(NC(=O)c2ccccc2)c1O
    i	-6.5%	-1.6%	1.6	-7.9	-45.6%[inhibitor]	-26.2%	?
- C[C@@H]1NC(=O)c2cc([N+](=O)[O-])cc(I)c2OCC[C@@H](C(N)=O)NC(=O)[C@H](CCCCN)NC1=O
    i	2.1%	-13.6%	0.4	0.4	i	3.0%	11.3

Next entries
Every second line gives: pAkt inh	EPAC2 ag	EPAC2 antag	CCT chaperon mod	DRD3 agonist	PTHR1 ag	MmCpn inh	D3 antag
- Cc1cc(NC(=O)c2cncc(Br)c2)ccc1NC(=O)c1cc2ccccc2o1
    i	-3.6%	-4.9%	-2.2	3.4	-17.3%	?	-25.1
- CNc1ccc2ncc(-c3ccccc3NC(C)=O)n2n1
    i	-0.2%	5.0%	-3.1	9.8	-18.6%	.	-5.8
- COc1ccc(OC)c(CNS(=O)(=O)c2cc(CN3C(=O)c4cccnc4C3=O)ccc2OC)c1
    i	-1.8%	-2.2%	-3.2	5.3	i	-1.5%	1.0
- O=C(OCc1ccccn1)C1CCN(C(=O)c2ccc(Cl)cc2)CC1
    i	3.4%	-7.8%	0.0	0.8	i	-2.8%	5.4
- COc1ccc(Cc2ccccc2C(=O)O)cc1
    i	1.5%	6.4%	0.5	-1.7	-10.3%	.	6.6
- CCN(CC)CCOC(=O)CCc1cccc2ccccc12
    i	-0.4%	0.3%	-3.7	0.9	i	-0.7%	-66.2*
- O=c1c2ccccc2nc2n1C(CSCc1ccc(Cl)cc1)CS2 (configuration not stated)
    i	5.3%	0.2%	2.7	8.8	i	0.1%	38.8
- Cc1ccc(CN2C(=O)CCC2C(=O)NCc2ccc(F)cc2)cc1 (configuration not stated)
    i	1.9%	-3.7%	-0.6	3.9	-2.5%[57.5 µM]	-0.1%	5.9
- O=[N+]([O-])c1cccc(C=NNc2ccccc2)c1
    i	5.0%	-3.6%	-2.6	-3.0	-27.4%	.	-11.4
- O=C(Cc1n[nH]c(=O)c2ccccc12)OCC(=O)N(Cc1ccccc1)Cc1ccccc1
    i	6.5%	-17.5%	2.2	3.1	-39.9%[inhibitor]	-0.6%	10.3
- COc1ccc(OC)c(CNC(=O)C2CCCN(S(=O)(=O)N3CCC(C)CC3)C2)c1 (configuration not stated)
    .	7.5%	6.6%	0.5	-1.2	i	1.2%	-3.3
- C=CCN1CC(c2nc3ccccc3n2Cc2ccccc2)CC1=O (configuration not stated)
    i	-4.3%	12.5%	-4.3	1.2	-3.7%[57.5 µM]	-0.6%	4.0
- O/N=C/c1cn(-c2ccc(Cl)cc2)nn1
    i	4.8%	-10.6%	0.4	5.5	i	1.9%	2.3
- CN(CC#CC(O)(c1ccccc1)c1ccccc1)C(C)(C)C
    i	1.3%	6.8%	2.1	3.9	-6.5%	0.2%	2.8
- Clc1ccccc1Oc1cnc2ccccc2n1
    i	10.7%	-5.2%	-0.1	13.2	i	0.8%	7.0
- O=C(Nc1cccc(-c2cccc(F)c2)c1)C1CCN(C2CCC2)CC1
    i	10.1%	-4.3%	-0.9	-1.2	-21.5%	0.7%	?
- O=C(CSc1nnc(-c2cccs2)n1Cc1ccccc1)N1CCc2ccccc2C1
    i	8.4%	-2.3%	-3.8	-4.2	-13.6%	-26.1%	-10.3
- CSc1ncc(C(=O)Nc2ccccc2Cl)c(C)n1
    i	10.3%	-1.9%	-1.3	-1.5	-25.6%	0.9%	7.7

6 compounds out of the list, sorted by SMILES length, falling:
Every second line gives: pAkt inh	EPAC2 ag	EPAC2 antag	CCT chaperon mod	DRD3 agonist	PTHR1 ag	MmCpn inh	D3 antag
- COc1ccc(OC)c(CNC(=O)C2CCCN(S(=O)(=O)N3CCC(C)CC3)C2)c1 (configuration not stated)
    .	7.5%	6.6%	0.5	-1.2	i	1.2%	-3.3
- O=C(Nc1cccc(-c2cccc(F)c2)c1)C1CCN(C2CCC2)CC1
    i	10.1%	-4.3%	-0.9	-1.2	-21.5%	0.7%	?
- Cc1ccc(CN2C(=O)CCC2C(=O)NCc2ccc(F)cc2)cc1 (configuration not stated)
    i	1.9%	-3.7%	-0.6	3.9	-2.5%[57.5 µM]	-0.1%	5.9
- CNc1ccc2ncc(-c3ccccc3NC(C)=O)n2n1
    i	-0.2%	5.0%	-3.1	9.8	-18.6%	.	-5.8
- CCN(CC)CCOC(=O)CCc1cccc2ccccc12
    i	-0.4%	0.3%	-3.7	0.9	i	-0.7%	-66.2*
- O/N=C/c1cn(-c2ccc(Cl)cc2)nn1
    i	4.8%	-10.6%	0.4	5.5	i	1.9%	2.3
